Screening results from PubChem.
PLK1 PBD inh – blocks phosphopeptide binding to human Plk1 polo box domain. P53350. inhibition, %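 (tested at about 20 µM)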. Plk1 PBD phosphopeptide binding, fluorescence polarization. 97,000 tested, 0.13% active; in the data active = inhibition above about 34%, passing the limit was not always enough
PLK1 kinase inh – blocks human PLK1 kinase activity; P53350; recombinant PLK1 kinase, TR-FRET peptide phosphorylation; inhibition, % at 10 µM; 97,000 tested, 0.53% active; AID 619;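 active = inhibition of 50% or more in the single-concentration screen; inactive = inhibition below 50%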;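 also: 0% = DMSO max control and 100% = H-89 dihydrochloride min control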
S1P2 agonist – S1P2 (human) receptor agonism; S1P2-expressing cell line, agonist reporter read-out; activation, % at 4.5 µM; 97,000 tested, 0.46% active; in the data active = activation above about 16%;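 also: 0% = vehicle low control and 100% = maximal reference agonist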
HIV Rev-RRE inh – HIV Rev-RRE protein-RNA interaction inhibition; Rev peptide-RRE RNA binding, FRET; inhibition, % at 8 µM; P05866; AID 704; 97,000 tested, 0.79% active;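 active = inhibition above the screen-wide mean plus 3 SD, cut at about 35% in these data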;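 also: 0% = median DMSO wells and 100% = median Neomycin B control wells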
Target sequence (P05866 whole entry, looked up): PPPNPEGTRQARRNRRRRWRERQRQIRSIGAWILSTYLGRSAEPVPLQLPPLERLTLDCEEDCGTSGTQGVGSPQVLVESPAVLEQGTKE
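Test system – labelled RRE RNA duplex and labelled Rev peptide · Reagent – labelled Rev peptide · Doses – one concentration, 8 µM nominal · Incubation – 5 + 15 min at 25 °C · Signal – FRET fluorescence readout · Read-out basis – % inhibition of FRET ratio versus controls · Control set – DMSO wells as 0% and neomycin B wells as 100% inhibition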
PLAP act – activates human placental alkaline phosphatase | purified PLAP enzyme, luminescent substrate read-out; active compounds read high | 96,000 tested, 1.2% active | P05187 | activation fold at 20 µM; in the data active = activation fold above about 2
FAK inh – FAK (human) kinase inhibition; Q05397; biochemical FAK kinase activity assay; inhibition, %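 (tested at 7 µM)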; 97,000 tested, 0.84% active; AID 727; in the data active = inhibition above about 19%;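 also: 0% = DMSO and 100% = reference compound high control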
Target sequence (Q05397 whole entry, looked up): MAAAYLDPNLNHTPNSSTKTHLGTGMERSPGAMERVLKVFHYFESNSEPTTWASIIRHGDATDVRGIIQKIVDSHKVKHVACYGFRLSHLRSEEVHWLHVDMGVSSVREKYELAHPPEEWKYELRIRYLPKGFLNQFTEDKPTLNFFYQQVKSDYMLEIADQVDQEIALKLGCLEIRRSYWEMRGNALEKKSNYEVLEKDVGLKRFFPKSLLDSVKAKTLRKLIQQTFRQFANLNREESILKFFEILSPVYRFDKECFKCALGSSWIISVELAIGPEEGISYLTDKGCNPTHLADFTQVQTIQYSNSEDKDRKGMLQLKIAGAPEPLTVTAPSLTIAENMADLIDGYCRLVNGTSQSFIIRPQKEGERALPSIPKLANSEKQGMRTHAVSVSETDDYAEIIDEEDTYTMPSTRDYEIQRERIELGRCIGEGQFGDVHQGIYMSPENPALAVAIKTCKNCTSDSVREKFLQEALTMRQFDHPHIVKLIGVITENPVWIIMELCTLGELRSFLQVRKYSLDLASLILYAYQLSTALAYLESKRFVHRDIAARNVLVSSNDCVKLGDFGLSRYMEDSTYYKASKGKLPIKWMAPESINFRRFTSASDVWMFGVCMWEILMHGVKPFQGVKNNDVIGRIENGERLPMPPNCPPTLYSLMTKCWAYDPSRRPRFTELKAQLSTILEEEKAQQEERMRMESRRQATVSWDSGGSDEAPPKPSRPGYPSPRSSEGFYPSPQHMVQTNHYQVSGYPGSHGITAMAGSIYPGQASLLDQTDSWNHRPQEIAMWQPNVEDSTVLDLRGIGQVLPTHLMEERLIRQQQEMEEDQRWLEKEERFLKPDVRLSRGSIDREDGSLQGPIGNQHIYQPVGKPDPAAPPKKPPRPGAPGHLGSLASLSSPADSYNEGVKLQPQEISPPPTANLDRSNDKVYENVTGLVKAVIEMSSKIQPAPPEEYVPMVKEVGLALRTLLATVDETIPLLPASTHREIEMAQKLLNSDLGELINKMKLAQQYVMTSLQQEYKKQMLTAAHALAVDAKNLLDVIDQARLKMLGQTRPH
S1P2 antag – blocks the human S1P2 receptor; O95136; cell-based S1P2 antagonist assay, inhibition at 5 uM; inhibition, % at 5 µM; 97,000 tested, 0.21% active; in the data active = inhibition above about 45%;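 also: CRE beta-lactamase reporter cells expressing human S1P2 stimulated with S1P; 0% = agonist at EC80 alone and 100% = agonist plus reference antagonist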
EphB4 antag – antagonists of human EphB4-ephrin-B2 interaction | P54760 | EphB4 LBD / TNYL-RAW-Alexa532 peptide, fluorescence polarization | inhibition, % at 7 µM | 97,000 tested, 0.15% active | AID 720;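 active = inhibition above the screen-wide mean inhibition plus 3 SD, cut at about 15% in these data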;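 also: 0% = DMSO wells and 100% = excess unlabeled TNYL-RAW peptide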
MT1-MMP txn act – MT1-MMP promoter transcription activation; activation factor at 10 µM; HT1080 MT1-MMP promoter luciferase reporter, luminescence, overnight; active compounds read high; 86,000 tested, 0.16% active; AID 750;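 active = activation factor of at least 2 for MT1-MMP transcription at 10 µM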
* marks the source's active call; other numbers are inactive results; · = no result given.

PLK1 PBD inh	PLK1 kinase inh	S1P2 agonist	HIV Rev-RRE inh	PLAP act	FAK inh	S1P2 antag	EphB4 antag	MT1-MMP txn act	SMILES
-20	-9	-4	2	1.2	0	2	-4	1.1	COCCN(C(=O)Nc1ccc(OC)cc1OC)C1CCN(C(C)=O)CC1
13	-16	-6	9	·	0	-3	-1	1.2	Cc1nn(Cc2ccc(F)cc2)c(C)c1NC(=O)c1nn(C)cc1Cl
5	-5	-11	6	1.1	-2	17	3	0.9	Cc1cc(=O)n2nc(N3CCCC(C(=O)N4CCc5ccccc54)C3)sc2n1 (stereo unspecified)
-11	-13	-2	6	0.9	3	14	10	1.2	O=C(NC1CCCC1)C1CCN(S(=O)(=O)c2cccc3cccnc23)CC1
3	3	-6	21	1.8	6	16	-2	1.1	CCOc1ccc(-c2n[nH]c(C)c2Oc2ccccc2OC)c(O)c1
-21	-6	-5	7	1.1	1	47*	2	1.1	Cc1cc(C)c(S(=O)(=O)NCc2ccncc2)c(C)c1
14	-10	-6	1	·	1	-16	-4	1.1	O=C1CSC(c2ccccc2F)N1c1ccccc1 (stereo unspecified)
16	1	-1	10	0.8	0	-4	4	1.1	CCOC(=O)C1=NN(c2ccccc2)C2(S1)SC(C(C)=O)=C(C)N2c1ccccc1 (stereo unspecified)
1	-10	-6	2	·	1	-21	5	1.2	O=C(NCCc1ccccc1)C(c1ccncc1)N(C(=O)c1csnn1)C1CC1 (stereo unspecified)
-10	-12	0	5	0.9	1	-7	-4	1.1	Cn1nnnc1SCCNCc1ccccc1F
7	-10	0	11	1	2	6	13	1.1	c1ccc2c(c1)OCC(c1nnc3sc(-c4cnccn4)nn13)O2 (stereo unspecified)
-3	-7	1	8	0.8	5	-20	8	·	CNc1nc2c3ccccc3n(C(C)=O)c2s1
12	-5	-3	-2	1.2	-1	-13	2	·	Cc1ccc(C(=O)N/C(=C\c2cccs2)C(=O)NCCc2c[nH]c3ccccc23)cc1C
-5	-8	-4	3	1	-3	1	-1	1	Cc1n[nH]c(C)c1Cc1ccc(C(=O)O)cc1
-7	-14	-1	7	1.7	0	-9	0	·	COC(=O)c1ccc(C(=O)OC)c(NC(=O)COC(=O)C2CC2C)c1 (stereo unspecified)
-22	-5	-6	6	2*	-2	10	6	·	O=C(COc1ccccc1Cl)NNC(=O)C1CCCO1 (stereo unspecified)
-16	-7	-2	3	0.8	-1	-13	7	1.3	Cc1cccc2cc(COC(=O)C(C)(C)C)c(=O)[nH]c12
4	-3	-6	11	0.8	1	-10	4	1.2	CCOc1ccc(C2=Nn3c(nnc3-c3ccccc3)SC2)cc1Cl
-34	-8	-7	4	1.1	-5	0	-1	·	Fc1ccccc1OCCCCCCN1CCCC1
-9	1	-4	12	1.6	-3	-19	0	1.1	O=C(/C=C/c1ccccc1)NNC(=O)C1CC1
15	-2	-3	6	1.3	5	3	3	·	CN(C)CCN1C(=O)c2oc3ccc(F)cc3c(=O)c2C1c1ccncc1 (stereo unspecified)
-13	-7	·	·	1.5	·	·	·	1.2	CCN(Cc1ccccc1)S(=O)(=O)c1ccc(C(=O)Nc2nnc(C3CC3)o2)cc1
23	3	0	2	1	1	1	-8	1.1	CC(=O)Nc1ccccc1NC(=O)CC(C)(C)C
2	0	-1	3	0.9	-5	17	-6	1.1	O=C(NCc1ccc(F)cc1)c1ccc(CS(=O)(=O)Cc2ccc(F)cc2)o1
8	-4	-2	3	·	6	-15	-2	1.1	O=C(c1ccccc1)n1ccn(-c2ccccc2)c1=S

The final 5 entries of the part above open the next one:
PLK1 PBD inh	PLK1 kinase inh	S1P2 agonist	HIV Rev-RRE inh	PLAP act	FAK inh	S1P2 antag	EphB4 antag	MT1-MMP txn act	SMILES
15	-2	-3	6	1.3	5	3	3	·	CN(C)CCN1C(=O)c2oc3ccc(F)cc3c(=O)c2C1c1ccncc1 (stereo unspecified)
-13	-7	·	·	1.5	·	·	·	1.2	CCN(Cc1ccccc1)S(=O)(=O)c1ccc(C(=O)Nc2nnc(C3CC3)o2)cc1
23	3	0	2	1	1	1	-8	1.1	CC(=O)Nc1ccccc1NC(=O)CC(C)(C)C
2	0	-1	3	0.9	-5	17	-6	1.1	O=C(NCc1ccc(F)cc1)c1ccc(CS(=O)(=O)Cc2ccc(F)cc2)o1
8	-4	-2	3	·	6	-15	-2	1.1	O=C(c1ccccc1)n1ccn(-c2ccccc2)c1=S
23	-5	-6	-6	1.1	-4	-15	-4	·	O=c1nc2ccccc2c(NS(=O)(=O)c2ccccc2)n1-c1ccccc1
-23	-10	-1	15	0.9	0	-16	4	1.1	CC(=O)c1cc(C#N)c(SCc2ccccc2)nc1C
-5	-10	0	3	0.9	2	-9	3	1.1	NC(=O)C1CCN(C(=O)Cn2cccc2C(=O)c2ccccc2)CC1
0	-17	-3	3	0.8	0	54*	2	1.1	CC(C)Cn1c(N)c(C(=O)CSc2ccc3c(c2)OCCO3)c(=O)n(C)c1=O
9	-6	-10	4	1.2	3	-6	7	1.2	C=CCn1c(SCc2nc3ccccc3[nH]2)nnc1-c1ccc(OC)cc1
-4	-9	-2	8	0.9	-1	6	6	1.3	CSc1nsc(SC)c1NC(=O)OC1CCCCC1
-17	-5	-5	44*	1.1	-3	-2	-3	1.1	CCOC(=O)C1=C(CSc2nc(-c3ccccc3)ccc2C#N)OC(N)=C(C#N)C1c1ccc(OC)cc1 (stereo unspecified)
20	-19	1	-1	1.2	-2	0	-13	1.1	COc1ccc(N2CC(O)=C(c3nc4ccccc4s3)C2=N)cc1
-14	-2	-3	1	·	3	-6	4	1.2	CN1CCN(C2=Cc3cc(Cl)ccc3Sc3cc(F)ccc32)CC1
1	-14	-5	-4	1.1	0	-24	0	·	Cc1sc(NC(=O)c2ccco2)c(CN2CCN(c3ccccc3)CC2)c1C
15	2	-2	1	0.9	-3	-5	-1	1.1	Cc1nc2ccccc2c(=O)n1/N=C/c1ccncc1
4	-1	-3	5	1.2	4	2	-3	1.2	CCCCn1c(=O)[nH]c(=O)c2c1nc(COC(=O)c1c(C)noc1C)n2CCC
26	-11	1	4	1.1	5	-29	1	·	CC(C)CNc1nnnc2c1sc1nc(N3CCOCC3)c3c(c12)CC(C)(C)SC3
3	-7	-5	-4	1.2	-5	-22	16*	·	Cc1ccc(N2C(=O)C(O)(C(F)(F)F)C3=C2CC(C)(C)CC3=O)cc1C (stereo unspecified)
1	1	-5	0	1.2	-6	1	-8	1.1	Cc1ccc(S(=O)(=O)NCc2cccnc2)s1
-1	-2	-4	5	1.1	1	11	6	1.1	CN1C(=O)CC(Sc2ncccc2C(=O)O)C1=O (stereo unspecified)
23	-11	0	4	·	-1	-3	-6	1.1	O=c1[nH]c(SCc2ccccc2)nnc1-c1ccccc1
14	-11	-3	-1	1	1	24	-3	1	CC1=C(SCCC#N)S/C(=C2\SC(C)=C(SCCC#N)S2)S1
-1	-13	-4	3	1	-9	3	-12	·	COC(=O)c1sccc1NC(=O)c1cc(-c2ccc(C)cc2)nc2ccccc12
-18	-6	1	2	0.9	0	-2	-3	1.5	Nc1nnc(SCCOc2cccc(Br)c2)s1
18	3	-7	5	1.4	1	13	6	1.2	Cc1nn(Cc2ccccc2)c(Cl)c1C(=O)OCc1nnc(-c2ccc(Cl)cc2)o1
-12	-14	-6	-2	1	-1	3	-5	1.3	CCc1nnc(NC(=O)C2CCCCC2)s1
-16	-5	-7	7	0.9	1	18	9	1.1	CCn1c(SCC(=O)N2CCCc3ccccc32)nc2cccnc21
7	-15	-1	6	1.2	3	-41	-2	0.9	CCOc1ccccc1C(=O)NC(C)c1ccc2c(c1)OCO2 (stereo unspecified)
-31	-3	-2	10	0.8	2	18	-2	·	CNc1cnn(-c2ccc(C)cc2)c(=O)c1Cl
-19	18	1	3	0.9	-2	-19	12	1	Cc1ccc2cc(C#N)c(NCCNC(=O)C3CCC3)nc2c1C
1	-9	-4	21	0.9	0	-21	2	1.1	O=S(=O)(c1cccs1)N1CCC(Cc2ccccc2)CC1
7	-12	-4	2	0.9	1	3	-6	1.1	O=S1(=O)CC(O)C(Nc2ccccc2)C1 (stereo unspecified)
-19	-10	-3	8	·	3	13	7	1.1	Cc1occc1C(=O)NCc1cccs1
9	-9	-4	-3	1.2	0	5	-15	1.2	CN1CCN(CCC(=O)Nc2ccc(OCc3ccccc3)cc2)CC1
-27	-6	-3	6	1.2	6	-15	4	1.1	CCCc1[nH]nc2c1C(CCc1ccccc1)C(C#N)=C(N)O2 (stereo unspecified)
8	1	-3	10	0.8	-1	-13	5	1	CNC(=O)COc1ccc(-c2nn(C)c(=O)c3ccccc23)cc1
-12	-16	0	5	0.9	2	-11	-2	1	COc1ccc(S(=O)(=O)N(C)CC(=O)Nc2ccccc2SC)cc1Cl
-11	-14	0	7	0.8	-3	-7	1	1.1	C=CCc1c(C)nc(SC(C)C)[nH]c1=O
-18	-6	-3	6	2.2*	3	-8	2	1	COc1ccc(C(=O)c2cn[nH]c2-c2cc(Cl)ccc2O)cc1
15	-2	-5	3	1	0	3	-6	1.1	CC(CC#CCN1CCOCC1)OCCC#N (stereo unspecified)
-6	57*	-1	3	1	3	4	-4	1.4	O=C(Nc1cccc(O)c1)c1cnn2cccnc12
16	-9	-1	6	1	-2	-4	-7	1.3	O=C(Nc1nnc(SCc2ccc(Cl)cc2)s1)c1ccco1
22	2	0	2	0.8	0	7	-3	1.2	COCCn1c(-c2ccc(OC)cc2)nc2ccccc21
15	0	-1	8	0.8	-2	5	1	1.1	Cc1oc2nc(SCC(=O)Nc3ccc(S(N)(=O)=O)cc3)nc(NC(=O)c3ccccc3)c2c1C
-23	-9	-9	4	1.2	2	22	9	1	CC(C)n1c(N2CCN(C(=O)Nc3ccccc3)CC2)nc2ccccc21
-24	-9	1	-1	1.2	-1	-16	-11	1.2	O=C(CN1CCOCC1)OCCCc1ccccc1
-9	-20	-4	-2	1.7	0	2	-15	·	CCOc1ccc(NC(=O)N(C2CCCCC2)C(C)c2cccnc2)cc1 (stereo unspecified)
0	-13	-4	2	1	6	2	5	1.1	CCOc1ccc(NS(=O)(=O)c2ccc(NC(=O)C3CCCO3)cc2)cc1 (stereo unspecified)
0	-1	-5	5	0.8	-1	14	-4	1.2	CCn1c(SCC(=O)Nc2cc(C)on2)nnc1-c1cccs1
-20	-4	3	1	0.9	4	-21	-2	1	O=C1C2C3C=CC(C3)C2C(=O)N1Cc1ccccc1 (stereo unspecified)
-5	-6	-5	9	0.9	2	11	-3	1.2	CCOC(=O)c1ccc(CNC(=O)CSc2nnnn2-c2ccc(Cl)cc2)o1
-7	-5	-4	11	1	-1	22	-5	0.9	Cc1ccc(C2C(=O)N(C3CCC(C)CC3)CC(=O)N2C2CCCC2)cc1 (stereo unspecified)
-23	116*	-1	58*	1.3	9	-9	-7	1.1	CCOC(=O)C1=C(CSc2nc3c(cc2C#N)CN(C)CC3)OC(N)=C(C#N)C1c1ccc(Cl)cc1 (stereo unspecified)
12	-9	-3	6	0.9	4	7	0	1.3	CCCC(=O)Nc1c(C(=O)OCC)[nH]c2ccccc12

Remaining list, next part
PLK1 PBD inh	PLK1 kinase inh	S1P2 agonist	HIV Rev-RRE inh	PLAP act	FAK inh	S1P2 antag	EphB4 antag	MT1-MMP txn act	SMILES
-21	2	-8	2	·	-2	5	7	1.1	COc1ccc(Cc2nc(N)nc(N)n2)cc1
8	-3	-3	3	0.9	1	0	-3	·	Cc1sc2nc(C(C)C)oc(=O)c2c1C
-5	-9	-8	10	1	1	23	3	·	Cn1c(CNS(=O)(=O)c2ccc(Cl)cc2)n[nH]c1=S
-8	-2	-6	4	0.9	7	6	2	1.2	COc1ccc2c(C)cc(=O)oc2c1C
-7	1	-5	8	0.8	2	-2	-1	1.2	CCCCNC(=O)c1ccc(CS(=O)(=O)c2cccc(C(F)(F)F)c2)o1

Entries listed so far that contain a COOH group, in the order listed:
PLK1 PBD inh	PLK1 kinase inh	S1P2 agonist	HIV Rev-RRE inh	PLAP act	FAK inh	S1P2 antag	EphB4 antag	MT1-MMP txn act	SMILES
-5	-8	-4	3	1	-3	1	-1	1	Cc1n[nH]c(C)c1Cc1ccc(C(=O)O)cc1
-1	-2	-4	5	1.1	1	11	6	1.1	CN1C(=O)CC(Sc2ncccc2C(=O)O)C1=O (stereo unspecified)
